APEX1 inh = inhibitors of human APE1 endonuclease; recombinant APE1, TAMRA/BHQ-2 abasic DNA cleavage fluorescence; 0.35% of 350,000 active; AID 2517; Potency, µM (series often up to 65.8 µM), for the others: at the highest dose activity change, negative = inhibition, hits mostly inhibitors;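 further: potency means the concentration at half of the fitted maximal effect; plate controls were vehicle for no effect and reference inhibitor for full effect; nearly all actives have a fitted effect of over 55% in size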
Target sequence (P27695 whole entry, looked up): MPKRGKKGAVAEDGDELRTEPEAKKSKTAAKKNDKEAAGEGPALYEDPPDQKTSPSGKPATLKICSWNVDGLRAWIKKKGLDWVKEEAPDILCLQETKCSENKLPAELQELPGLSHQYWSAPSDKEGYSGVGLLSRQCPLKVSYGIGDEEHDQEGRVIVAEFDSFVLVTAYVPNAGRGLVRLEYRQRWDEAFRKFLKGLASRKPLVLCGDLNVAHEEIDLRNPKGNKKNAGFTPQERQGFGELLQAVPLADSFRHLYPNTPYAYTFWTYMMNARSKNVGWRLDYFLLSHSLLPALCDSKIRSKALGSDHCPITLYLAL
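Incision of a quenched TAMRA/BHQ-2 THF abasic-site duplex (50 nM) by 0.75 nM APE1, after 15 min compound preincubation, measured as fluorescence increase over three 60 s reads. Values normalized to buffer, DMSO and NSC13755 control wells.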
12-LOX inh = inhibitors of human 12S-lipoxygenase ALOX12. P18054. purified 12hLO, xylenol orange hydroperoxide absorbance. Potency, µM (highest dose often 108 µM), without a hit: at the highest dose activity change, negative = inhibition, actives largely listed as inhibitors. 1.1% of 580,000 active. AID 1671190; further: potency means the concentration at half of the fitted maximal effect; on the % scale 0 is the no-effect control and ±100 the full control effect
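Hydroperoxide product was detected by ferrous iron/xylenol orange as the 573 to 405 nm absorbance ratio. Arachidonic acid at 40 uM (final) was turned over for 30 min at room temperature by 150 nM human 12hLO, pH 7.0 Hepes buffer, after 15 min compound preincubation.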
Pol beta inh = blocks human DNA polymerase beta activity; P06746; Pol beta primer extension/strand displacement, fluorescence kinetic; Potency, µM (top dose mostly 114 µM), for inactives: top-dose activity change, negative = inhibition, most hits filed as inhibitors; 1.3% of 340,000 active; AID 485314; further: potency means the concentration at half of the fitted maximal effect; on the % scale 0 is the no-effect control and ±100 the full control effect
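Human Pol beta at 10 nM; strand-displacement substrate 50 nM final. Compound exposure 15 min at room temperature before start, reaction 10 min at room temperature.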
LDHA inh = inhibitors of human lactate dehydrogenase A; P00338; purified LDHA, NADH/diaphorase-resazurin fluorescence; hits give low values; activity change, % (values are at about 110 or 230 µM); 0.15% of 480,000 active; in the data active means activity change below about -30%; inconclusive means mostly about -25% to -30%;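 further: plate controls were DMSO wells for no effect and wells without enzyme for full effect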
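Resorufin fluorescence (ex540/em590), read at 0 and 20 min after diaphorase/resazurin addition, reports the NADH left after a 5 min room-temperature reaction of 2 nM human LDH5 with 0.06 mM NADH and 0.2 mM pyruvate.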
Pol kappa inh = blocks human DNA polymerase kappa activity | 0.53% of 400,000 active | Potency, µM (titrated, usually from 107 µM), inactives show top-dose activity, negative = inhibition, actives largely listed as inhibitors | AID 588579 | purified Pol kappa, fluorescent DNA synthesis assay, 10 min; further: potency means the concentration at half of the fitted maximal effect; on the % scale 0 is the no-effect control and ±100 the full control effect
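Kinetic fluorescence screen: compound preincubated 15 min RT with 10 nM enzyme; 50 nM substrate (final) initiates; reads at 0/10 min.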
POLH inh = DNA polymerase eta (human) inhibition. Q9Y253. 1.2% of 390,000 active. recombinant Pol eta, fluorescent DNA replication assay. Potency, µM (titrated, usually from 114 µM), for inactives: at the top dose activity change, negative = inhibition, hits mostly inhibitors; further: potency means the concentration at half of the fitted maximal effect; on the % scale 0 is the no-effect control and ±100 the full control effect
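Pol eta (10 nM) was preincubated with compounds for 15 min at room temperature, after which fluorescent replication substrate (50 nM final) was added to start the reaction. Fluorescence was read kinetically at 0 and 10 min.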
RGS4 inhibitor = blocks human RGS4-accelerated GTP hydrolysis; AID 504845; P49798; Potency, µM (highest dose often 114 µM), inactives show at the top dose activity change, negative = inhibition, usual class: inhibitors; 0.039% of 390,000 active; Transcreener GDP fluorescence polarization, RGS4-accelerated GTP hydrolysis; further: potency means the concentration at half of the fitted maximal effect; on the % scale 0 is the no-effect control and ±100 the full control effect; nearly all actives have a fitted effect of over 75% in size; some results filed as inactive show a strong effect at the top dose
Target sequence (P49798 whole entry, looked up): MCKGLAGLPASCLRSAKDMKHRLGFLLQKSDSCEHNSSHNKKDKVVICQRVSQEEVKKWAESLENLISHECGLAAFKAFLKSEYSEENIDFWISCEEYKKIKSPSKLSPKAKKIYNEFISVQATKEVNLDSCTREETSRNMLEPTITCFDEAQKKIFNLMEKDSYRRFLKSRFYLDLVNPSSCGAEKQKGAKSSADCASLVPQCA
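MLSMR compounds (23 nl, pin-transferred) preincubated 10 min at room temperature with a 500nM (2x) first reagent, then RGS4 at 900nM (2x) plus Transcreener GDP mix added; fluorescence polarization (620/688 nm) read before and after 90 min at 30 °C.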
Apoferritin bind = binds horse apoferritin like a general anesthetic. apoferritin/1-aminoanthracene competitive binding, fluorescence. 0.074% of 350,000 active. P02791. AID 485281. Potency, µM (highest dose often 77.5 µM), without a hit: top-dose activity change, negative = displacement, usual class: inhibitors; further: potency means the concentration at half of the fitted maximal effect; on the % scale 0 is the no-effect control and ±100 the full control effect; nearly all actives have a fitted effect of over 20% in size
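In PBS, apoferritin at 10 uM is loaded with 1-AMA from a 50% saturated solution. After 10 min of compound exposure at ambient temperature, reduced 535 nm fluorescence indicates probe displacement.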
ERG-DNA inh = ERG Ets/DNA interaction inhibition. P11308. fluorescence polarization, His-ERG Ets domain / labelled DNA. Potency, µM (doses to about 76.9 µM), for the others: at the top dose FP activity, negative = inhibition, hits mostly inhibitors. 0.028% of 370,000 active. AID 624246; active means well fitted inhibition curve with a large enough effect in the polarisation, with a control signal flat; inconclusive means small, poorly fitted or top-dose-only effect, or effect the other way, or a change in a side signal; inactive means no such curve, though single readings can be large or run the other way; the % refers to the polarisation;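 further: polarization taken with two DNA probes labelled with fluorescein and Texas red; potency means the concentration at half of the fitted maximal effect; % of control where 0% means no effect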
Target sequence (P11308 whole entry, looked up, the tested form may be a part): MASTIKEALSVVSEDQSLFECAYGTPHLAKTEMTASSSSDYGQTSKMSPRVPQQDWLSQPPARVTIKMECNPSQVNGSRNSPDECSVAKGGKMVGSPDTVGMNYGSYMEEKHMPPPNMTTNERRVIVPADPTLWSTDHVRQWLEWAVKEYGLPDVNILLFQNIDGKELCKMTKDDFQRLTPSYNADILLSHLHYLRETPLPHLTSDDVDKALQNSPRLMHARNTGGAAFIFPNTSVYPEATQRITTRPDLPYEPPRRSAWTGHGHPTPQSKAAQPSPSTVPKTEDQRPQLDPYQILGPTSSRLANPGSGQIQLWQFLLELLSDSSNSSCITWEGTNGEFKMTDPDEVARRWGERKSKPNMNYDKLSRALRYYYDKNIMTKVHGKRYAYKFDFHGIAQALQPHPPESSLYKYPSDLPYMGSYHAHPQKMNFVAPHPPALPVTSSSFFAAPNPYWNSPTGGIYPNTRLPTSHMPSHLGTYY
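His-tagged ERG Ets domain (1 uM in the protein solution; 300mM KCl, 50mM Tris-HCl, 1mM EDTA, 1mM DTT, pH 7.5) received compound, then a probe mix of 5 nM fluorescein-DNA and 100nM Texas-615-DNA. Fluorescence polarization was read for both dyes.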
An asterisk follows results filed as active; i = inactive; ? = inconclusive; nt = no result given; & = joins results of further samples; [ ] = dose if it differs, or a comment. Unless noted, the call rests on the fitted dose curve; in most records, active means well fitted curve in the direction sought with a large enough effect; inconclusive means small, poorly fitted or top-dose-only effect, or another doubt; inactive means no such curve, though single readings can be large; an effect the other way counts as inactive or inconclusive. This is a subset; count on the stated rates, not on these rows.

SMILES	APEX1 inh	12-LOX inh	Pol beta inh	LDHA inh	Pol kappa inh	POLH inh	RGS4 inhibitor	Apoferritin bind	ERG-DNA inh
Cc1ccc(S(=O)(=O)Nc2ccccc2C(=O)N2CCCCC2)cc1	44%[activator]	i	48%	-1	2%	-9%	9%	-2%	-1%
Cc1[nH]c(=O)c(C#N)cc1-c1ccccc1	1%	?	4%	-7	-4%	-4%	-3%	-10%	-8%
O=C(N/N=C/c1cn(-c2ccccc2)nc1-c1cc2ccccc2o1)c1ccncc1	-8%	-11%	-1%	-7	-6%	-7%	-1%	5%	5%
Clc1cccc(NCc2nnc(SCc3ccccc3Cl)o2)c1	-7%	0%	3%	-7	-3%	-25%	-11%	?	-22%
CCCCN(C(=O)c1ccc(-c2ccc([N+](=O)[O-])cc2)o1)c1c(N)n(CC(C)C)c(=O)[nH]c1=O	-7%	?	nt	-5	-14%	16%	26%	nt	-3%
O=C(CSc1nc2ccsc2c(=O)n1Cc1ccc(C(=O)O)cc1)NCc1ccco1	?	-2%	-6%	-7	-21%	45µM*	-14%	1%	12%
O=C(CCCn1cc([N+](=O)[O-])cn1)Nc1ccc2c(c1)OCO2	-7%	8%	53%	1	3%	-15%	-17%	-7%	-3%
Cc1ccc2[nH]c(=O)cc(C(=O)OC(C)C)c2c1	23%	?	-16%	-5	0%	-12%	3%	-12%	-10%
O=C(O)c1cc(S(=O)(=O)N2CCCCC2)ccc1N1CCCCC1	12%	?	nt	1	0%	-4%	12%	nt	-10%
C=CCN(Cc1nc(-c2cc(OC)ccc2OC)oc1C)C1CCS(=O)(=O)C1 (centres undefined)	-7%	-5%	16%	0	6%	-15%	-14%	?	0%
O=C(Nc1cc(S(=O)(=O)N2CCCCC2)ccc1O)c1ccccc1NS(=O)(=O)c1ccc(F)c(F)c1	-7%	?	?	3	-4%	-2%	-12%	-1%	-11%
CCCCC(=O)Nc1ccc(S(=O)(=O)Nc2nccc(C)n2)cc1	2%	-11%	1%	-3	?	2%	-3%	-5%	1%
NC(=O)c1cc([N+](=O)[O-])ccc1N1CCCCC1	?	-13%	3%	-4	-13%	-22%	10%	-10%	0%
COC(=O)c1sc2ccccc2c1NC(=O)c1ccc(S(=O)(=O)N2CCCCC2)cc1	-2%	-19%	0%	-3	2%	-24%	-4%	5%	1%
Cc1ccsc1/C=N/NS(=O)(=O)c1ccc([N+](=O)[O-])cc1	4%	-10%	23%	-2	3%	-12%	-19%	-3%	-5%
O=C(OCCN1C(=O)c2cccc3c(N4CCOCC4)ccc(c23)C1=O)c1ccc(Cl)cc1	-1%	-16%	?	-3	0%	-14%	6%	2%	0%
CCOC(=O)C1=C(COC(=O)c2cccnc2Cl)NC(=O)NC1C (centres undefined)	-11%	-8%	nt	-4	-5%	-18%	7%	nt	2%
Cc1ccn2c(=O)c(C(=O)NC3CCCCC3C)c(O)nc2c1 (centres undefined)	-8%	-9%	nt	0	-8%	-1%	-8%	nt	-1%
Clc1nnc2ccc(-c3ccccc3)nn12	5%	-20%	3%	3	-15%	-2%	23%	-11%	-5%
CC1(C)OC(=O)C(=CNNc2c(Cl)cc(Cl)cc2Cl)C(=O)O1	-1%	?	17%	-6	-1%	-11%	-19%	-9%	-15%
Cc1nc(SCc2ccc(Br)cc2)[nH]c(=O)c1C	3%	3%	2%	0	-8%	6%	-1%[11.4 µM]	?	3%
CC1=C(C(=O)Nc2cc(Cl)ccc2C)C2(CCCCC2)OC1=O	nt	-23%	25%	-8	-9%	nt	-2%	-5%	-21%
Cc1ccc2oc(-c3cccc(NC(=O)C4CCCO4)c3)nc2c1 (centres undefined)	-5%	14%	-5%	4	-17%	1%	9%	-11%	nt
C/C(=C(\C#N)C(=O)NC1CCCCC1)N(C)C	-1%	449%[activator]	15%	-4	-4%	-6%	-18%	-12%	-2%
C[C@H](NC(=O)c1nc[nH]c1C(=O)N[C@@H](CCCCN)C(=O)OC(C)(C)C)C(=O)OC(C)(C)C	17%	-3%	nt	0	-16%	-18%	22%	nt	4%
CCOc1ccc(OCc2ccc(C(=O)N/N=C(\C)c3ccccn3)cc2)cc1	-5%	0%	1%	0	-5%	2%	-12%	?	5%
CCCN(CCC)C(=O)c1c(C)[nH]c(C(=O)OCC)c1C	2%	387%[activator]	1%	nt	nt	nt	nt	8%	nt
Cc1ccc(NC(=O)[C@@H]2CCCN2C(=O)[C@@H]2Cc3ccccc3CN2)c(C)c1	20%	-8%	33%	-13	-4%	-23%	-7%[56.9 µM]	-7%	-2%
CCC(NC(=O)CCc1c(C)c2cc3c(-c4ccccc4)coc3cc2oc1=O)C(=O)O (centres undefined)	-19%	-12%	0%	-3	-8%	?	-24%	-13%	-3%
O=C(CC1NC(=O)NC1=O)Nc1cccc2ccccc12 (centres undefined)	3%	1%	3%	3	-8%	-15%	11%	-1%	3%
CCc1nc(SCc2ccccn2)c2c(=O)n(C)c(=O)n(C)c2n1	2%	22%	31%	-6	6%	-15%	7%	-8%	12%
CCCCCOc1ccc(CSC2=NCCN2)cc1[N+](=O)[O-]	1%	?	0%	-5	-13%	-25%	9%	?	-2%
Cc1ccc2[nH]c(=O)c(CN(CCO)C(=O)NCc3ccccc3)cc2c1	-1%	9%	0%	-1	1%	-16%	-31%	-18%	5%
CCCCC(=O)NC(c1cccc([N+](=O)[O-])c1)c1c(OC(C)=O)ccc2ccccc12 (centres undefined)	3%	0%	-28%	4	-7%	-11%	8%	-15%	1%
CC(=O)c1c(C)oc2ccc(N(C(C)=O)S(=O)(=O)c3cccc([N+](=O)[O-])c3)cc12	0%	-10%	28%	0	0%	-3%	0%	-10%	-8%
N#Cc1nc(COc2ccc(Br)cc2)oc1N1CCN(Cc2ccccc2)CC1	?	0%	12%	-1	-13%	-13%	8%[11.4 µM]	54%[activator]	-8%
CCCOc1ccc(/C=N/NC(=O)c2ccc(Cn3cc([N+](=O)[O-])cn3)o2)cc1	-5%	1%	32µM*	-9	-16%	-6%	?	?	-7%
CCCCNC(=O)CN(Cc1ccco1)S(=O)(=O)c1ccc(C(C)=O)cc1	34%	181%[activator]	nt	1	20%	-10%	4%	nt	9%
CC1CCCCN1C(=O)COC(=O)C1CCN(S(=O)(=O)c2ccc(Cl)c(C(F)(F)F)c2)CC1 (centres undefined)	-12%	?	nt	-11	10%	-3%	-6%	nt	-2%
O=C(Nc1ccccc1F)N1CCC(NC(=O)C23CC4CC(CC(C4)C2)C3)CC1	76%[activator]	-1%	-18%	-3	-13%	-7%	2%	1%	-4%

A draw from above in order of heavy-atom count, smallest number first.
SMILES	APEX1 inh	12-LOX inh	Pol beta inh	LDHA inh	Pol kappa inh	POLH inh	RGS4 inhibitor	Apoferritin bind	ERG-DNA inh
C/C(=C(\C#N)C(=O)NC1CCCCC1)N(C)C	-1%	449%[activator]	15%	-4	-4%	-6%	-18%	-12%	-2%
Cc1nc(SCc2ccc(Br)cc2)[nH]c(=O)c1C	3%	3%	2%	0	-8%	6%	-1%[11.4 µM]	?	3%
CCCN(CCC)C(=O)c1c(C)[nH]c(C(=O)OCC)c1C	2%	387%[activator]	1%	nt	nt	nt	nt	8%	nt
CC1=C(C(=O)Nc2cc(Cl)ccc2C)C2(CCCCC2)OC1=O	nt	-23%	25%	-8	-9%	nt	-2%	-5%	-21%
CCCCNC(=O)CN(Cc1ccco1)S(=O)(=O)c1ccc(C(C)=O)cc1	34%	181%[activator]	nt	1	20%	-10%	4%	nt	9%
Cc1ccc(NC(=O)[C@@H]2CCCN2C(=O)[C@@H]2Cc3ccccc3CN2)c(C)c1	20%	-8%	33%	-13	-4%	-23%	-7%[56.9 µM]	-7%	-2%
O=C(Nc1ccccc1F)N1CCC(NC(=O)C23CC4CC(CC(C4)C2)C3)CC1	76%[activator]	-1%	-18%	-3	-13%	-7%	2%	1%	-4%
CCC(NC(=O)CCc1c(C)c2cc3c(-c4ccccc4)coc3cc2oc1=O)C(=O)O (centres undefined)	-19%	-12%	0%	-3	-8%	?	-24%	-13%	-3%
CC1CCCCN1C(=O)COC(=O)C1CCN(S(=O)(=O)c2ccc(Cl)c(C(F)(F)F)c2)CC1 (centres undefined)	-12%	?	nt	-11	10%	-3%	-6%	nt	-2%

Remaining list, next part.
SMILES	APEX1 inh	12-LOX inh	Pol beta inh	LDHA inh	Pol kappa inh	POLH inh	RGS4 inhibitor	Apoferritin bind	ERG-DNA inh
NS(=O)(=O)c1ccc(NC(=O)CSc2nc3ccccc3nc2N2CCOCC2)cc1	52%[activator]	23%	0%	-18	-5%	-10%	8%	?	-7%
NS(=O)(=O)c1cccc(NC(=O)c2ccno2)c1	16%	12%	3%	-2	-9%	-7%	13%	5%	-13%
COc1cc(/C=C/c2ccc3cccc(O)c3n2)ccc1O	31%	?	?	5&5	-2%	-13%	38%	1%	1%
COC(=O)c1[nH]c2cccc(OC)c2c1NC(=O)CN1CC(C)OC(C)C1 (centres undefined)	2%	0%	2%	-1	-11%	-20%	-8%	-6%	-5%
Cc1ccc(C)c(N2CCN(C3CCCCC3NS(=O)(=O)c3ccccc3)CC2)c1 (centres undefined)	-17%	nt	31%	-2	-11%	-6%	-11%[56.9 µM]	-12%	-5%
Cc1ccc(-c2nn(CC(=O)NCc3ccccc3)c3c2cnc2ccc(F)cc23)cc1C	nt	?	-1%	1	0%	-2%	-52%	78%[activator]	-3%

Source: PubChem
